Insulin prom inh = TRM-6 insulin promoter activity inhibition; TRM-6 cells (human fetal islet line), insulin promoter-eGFP reporter, imaging; reporter expression induced with tamoxifen; inhibition, % at 2 µM; actives 0.9% (n = 130,000); AID 1273;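 active = inhibition above the mean plus 3 SD, with well images judged a real hit on visual review, cut at about 60% in these data, passing the limit was not always enough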
sdo1 growth = compounds rescuing growth of sdo1-depleted yeast, bone marrow failure model; actives 0.21% (n = 140,000); z-score at 10 µM; S. cerevisiae sdo1-depleted JHY4D growth rescue, OD600 30 h; hits give high values; pdr5 snq2 efflux-pump mutant strain;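 active = z-score above 3 at both the 24 hr and the 30 hr optical density reads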;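 note: z-score against mean and SD of all compound wells on the same plate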
sdo1 growth Rescue 24 h = second read-out of sdo1 growth, no call of its own (marks repeat the call); z-score; S. cerevisiae sdo1-depleted JHY4D growth rescue, OD600; measured here: growth rescue at 24 h;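 0 is the plate mean of compound wells and units are plate SD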
* marks the source's active call; other numbers are inactive results; nt = not tested or not shown.

Insulin prom inh	sdo1 growth	sdo1 growth Rescue 24 h	Compound
-3	-0.35	-1.2	O=C(c1cc(-c2ccccc2)nc2ccccc12)N1N=C(C(F)F)CC1(O)C(F)F (stereo not drawn)
nt	-0.18	-0.67	CN1CC(=O)N(CC(=O)NCc2ccc(F)cc2)c2ccccc2C1=O
15	-0.43	0.31	CCN(CCNC(=O)C1CC(=O)N(CCc2ccccc2)C1)c1ccccc1 (stereo not drawn)
27	nt	nt	CC(=O)c1c(C)[nH]c(C(=O)N(C)C(c2ccccc2)c2ccccc2)c1C
nt	-0.27	-0.34	O=C1OCCC1Sc1nnc(-c2cccs2)n1Cc1ccccc1 (stereo not drawn)
-14	0.07	-0.63	COc1cccc(C(=O)Nc2ccccc2C(=O)N2CCCC2)c1
-24	-0.35	0.78	CCC(C)(C)c1nnc(NC(=O)c2ccc([N+](=O)[O-])cc2)s1
33	-1.9	-1.8	CCOC(=O)c1ccc2ncc(C(=O)OCC)c(Nc3ccc(N4CCOCC4)cc3)c2c1
25	-1.1	-0.11	Nc1c(-c2cccc(Cl)c2)cnn1-c1cccc([N+](=O)[O-])c1
-14	0.03	-0.81	O=C1CC(N2CCC(O)(c3ccc(Br)cc3)CC2)C(=O)N1c1ccc(Cl)cc1 (stereo not drawn)
-17	-1.1	-0.17	CCc1ccc(C(=O)COC(=O)c2cc([N+](=O)[O-])ccc2NCCO)cc1
nt	0.41	-0.1	CCC(C)(C(=O)NC1CCCCC1)N(C(=O)C1CCC(=O)N1)c1ccc(C)cc1 (stereo not drawn)
nt	0.92	1.4	CCOC(=O)c1c(C)[nH]c(C(=O)COC(=O)CNC(=O)C2CCCCC2)c1C
-41	0.32	0.73	CC(C)CCNC(=O)CCCOc1cc(=O)n(C)c2ccccc12
0	nt	nt	CCCC(=O)OC/C(O)=C(\C#N)c1nc2ccccc2[nH]1
-36	-0.07	1.3	Cc1cccc(N2CCN(CC(=O)Nc3ccc(-n4cnnn4)cc3)CC2)c1C
-28	0.43	-0.1	Cc1nn(C(=O)c2ccccc2)c2c1C(=O)CC(C)(C)C2
-7	-0.39	0.11	Cc1ccc(S(=O)(=O)Nc2cccc(C(=O)Nc3cc(C)ccn3)c2)cc1
nt	-0.1	-0.8	COC(=O)c1cc(-c2cccc(OC)c2)on1
27	1.1	0.73	N#Cc1cnn(CC2CCCCC2)c1N

(cont.)
Insulin prom inh	sdo1 growth	sdo1 growth Rescue 24 h	Compound
-13	0.88	1.3	CC(C)(C)NC(=O)NC(=O)COC(=O)CNC(=O)c1cccc(F)c1
-15	-0.58	-0.21	Cc1ccc(NS(=O)(=O)c2cc(NC(=O)C(C)Oc3ccccc3)ccc2C)c(C)c1 (stereo not drawn)
nt	-0.88	-0.88	Cc1nc(Oc2ccc(S(=O)(=O)N3CCOCC3)cc2Cl)c2c3c(sc2n1)CCCC3
nt	0.81	-0.32	Cc1nnc(SCC(N)=O)n1CC1CCCO1 (stereo not drawn)
-179	-0.36	-0.2	O=C(c1cccs1)N1CCN(S(=O)(=O)N2CCOCC2)CC1
-10	-0.33	-0.42	C/C(CC(=O)NCC(C)C)=N\NC(=O)COc1cc(C)c(Br)cc1Br
-50	0.34	0.32	COc1ccc(CN2CCN(S(=O)(=O)c3ccc(F)cc3)CC2)cc1OC
nt	-1.1	-0.77	Cc1c(NC(=O)/C(C#N)=C/c2ccc(-c3ccccc3Cl)o2)c(=O)n(-c2ccccc2)n1C
nt	-1.4	-1.4	CCOC(=O)C1C(=O)CC(C)(O)C(C(=O)OCC)C1c1ccc(Br)o1 (stereo not drawn)
-29	nt	nt	CC(=O)Nc1cccc(/C(C)=N/NC(N)=S)c1
24	nt	nt	COc1cc(CN(C)Cc2nc3cc(C(F)(F)F)ccc3c(=O)[nH]2)ccc1OC(F)F
29	-0.7	-0.49	COC(=O)c1ccc(CSc2ncnc3c2nnn3-c2ccc(F)cc2)o1
nt	0.23	-0.03	O=C(NCCCN1CCN(c2ccccc2F)CC1)C1CCN(S(=O)(=O)N2CCOCC2)CC1
-20	nt	nt	COc1cc2c(cc1OC)C1=C(C#N)CCC(=NC(=O)c3ccco3)N1CC2
nt	-0.08	-0.16	CC(C)Cn1c(NCCN(C)C)nc2c1c(=O)[nH]c(=O)n2C
-21	-1.9	-1.9	O=C1C=C(c2ccccc2)C(=O)N1Nc1ccccc1
51	nt	nt	COc1ccc(N2CC(C(=O)N/N=C/c3c[nH]c4ccccc34)CC2=O)cc1 (stereo not drawn)
-13	-0.55	-0.59	O=C(NC1CCCc2ccccc21)c1ccc(Cl)nc1 (stereo not drawn)
58	-1.4	-1.8	CCc1n[nH]c2c1/C(=N\O)CC(c1ccccc1)C2 (stereo not drawn)
23	0.85	0.4	CCC(c1nnc(SCC(=O)Nc2nnc(-c3ccccc3)o2)o1)N(C)C (stereo not drawn)

Continued:
Insulin prom inh	sdo1 growth	sdo1 growth Rescue 24 h	Compound
30	nt	nt	CO/N=C/C(C(C)=O)C(=O)Nc1ccc(Cl)cc1Cl (stereo not drawn)
9	0.43	0.09	COc1ccccc1/C=N/Nc1nccnc1Cl
-36	0.5	0.49	Cc1cc(C)c(S(=O)(=O)N(C)CC(N)=O)c(C)c1
-84	-0.32	-0.76	Clc1cccc(Oc2ncc(CN3CCOCC3)s2)c1
nt	-2.3	-1.5	CCCCc1c(C)nn(-c2nnc3c4ccccc4n(CC)c3n2)c1C
-29	1	0.02	Cc1ccc(S(=O)(=O)c2c(C)nn(-c3ccccc3)c2OC(=O)c2ccc(Br)o2)cc1
45	nt	nt	O=[N+]([O-])c1cccc(-c2ncc3ccccn23)c1
-23	0.38	-0.37	CC(=O)c1cc(C#N)c(Oc2ccc(F)cc2)nc1C
6	-0.28	0.29	Cc1ccc(Nc2cc(-n3cccn3)ncn2)c(C)c1
8	-0.59	-0.55	Cn1c(=O)c(Oc2ccc(Cl)cc2)c(O)c2ccccc21
19	nt	nt	COc1ccc(O)c(C(=O)/C=C/c2cc3ccccc3o2)c1
-23	-0.84	-1.4	CC(=O)Nc1cccc(C(=O)/C=C/c2ccc(N(C)C)cc2)c1
0	nt	nt	OC1CSc2nc3ccccc3n2C1 (stereo not drawn)
24	0.38	-0.35	Cc1cc(=O)c2cccc(Br)c2[nH]1
nt	0.99	0.37	COc1ccc(NC(=S)N2CCN(c3ccccn3)CC2)cc1OC
11	-0.79	-0.01	O=C(OCc1ccccc1Cl)c1cccnc1Cl
-11	nt	nt	CCNC(=S)NNC(=O)C1CCN(Cc2ccccc2)CC1
31	0.39	0.09	c1cncc(CNc2cccc(-c3nc4ccccc4[nH]3)c2)c1
nt	-0.54	-0.25	CC1(C)Nc2ccccc2N(CCC(=O)N2CCOCC2)C1=O
19	-1.2	-1.2	CCN(CC)S(=O)(=O)c1ccc(NC(=S)NC(=O)CC(C)C)cc1

2 compounds picked at random from those above, as already listed:
Insulin prom inh	sdo1 growth	sdo1 growth Rescue 24 h	Compound
0	nt	nt	OC1CSc2nc3ccccc3n2C1 (stereo not drawn)
nt	-0.54	-0.25	CC1(C)Nc2ccccc2N(CCC(=O)N2CCOCC2)C1=O

6 of the compounds above, with tabs.
smiles	Insulin prom inh	sdo1 growth	sdo1 growth Rescue 24 h
Cc1cc(C)c(S(=O)(=O)N(C)CC(N)=O)c(C)c1	-36	0.5	0.49
Clc1cccc(Oc2ncc(CN3CCOCC3)s2)c1	-84	-0.32	-0.76
CCCCc1c(C)nn(-c2nnc3c4ccccc4n(CC)c3n2)c1C	nt	-2.3	-1.5
Cc1ccc(S(=O)(=O)c2c(C)nn(-c3ccccc3)c2OC(=O)c2ccc(Br)o2)cc1	-29	1	0.02
O=[N+]([O-])c1cccc(-c2ncc3ccccn23)c1	45	nt	nt
CC(=O)c1cc(C#N)c(Oc2ccc(F)cc2)nc1C	-23	0.38	-0.37

(more compounds)
Insulin prom inh	sdo1 growth	sdo1 growth Rescue 24 h	Compound
-23	0.11	0.98	CCCCOc1ccc(OCCCN2CCOCC2)cc1
-14	-1.2	0.29	O=C(COC(=O)Cn1cnc2ccccc2c1=O)Nc1ccc(Cl)c(C(F)(F)F)c1
21	nt	nt	Cc1ccc(C(=O)OCC(=O)c2ccc[nH]2)s1
-24	nt	nt	CC(=O)c1cccc(NC(=O)C2C(c3ccccc3)C2(Cl)Cl)c1 (stereo not drawn)
-47	0.47	-0.23	O=C(Nc1ccc(Cl)cn1)c1cccnc1
9	1.1	1.2	CCOc1ccc(C(=O)N[C@H](C(=O)O)C(C)C)cc1
nt	-0.2	-0.33	COC(=O)c1ccccc1OCc1cccc(C)n1
33	nt	nt	CCOc1ccc(C(=O)Nc2cccc3nsnc23)cc1[N+](=O)[O-]
nt	0.43	0.12	CCOC(=O)N1CCN(C(=O)CCS(=O)(=O)c2ccc(Br)s2)CC1
7	-0.01	2.1	O=C(N/N=C/c1cccs1)c1cccc(NC(=O)c2ccc(Cl)cc2)c1
46	1.6	1	O=C(NCc1ccco1)c1ccc(Cl)c(S(=O)(=O)N2CCOCC2)c1
-456	-2.1	-1.4	Cc1ccc2nc(/C(C#N)=C\c3ccc(N4CCOCC4)o3)[nH]c2c1
-37	0.18	-0.09	CCCCOc1cc(=O)[nH]c(=O)[nH]1
-294	nt	nt	CN(C)CCCNC(=O)C(=O)NCC1CCCO1 (stereo not drawn)
0	nt	nt	COc1ccc(N2C(=O)C(F)(F)C2c2ccccc2F)cc1 (stereo not drawn)
-44	nt	nt	Fc1ccc(Oc2cnns2)cc1
17	-0.32	-0.15	Fc1ccc(-c2csc3ncnc(Nc4ccc(N5CCOCC5)cc4)c23)cc1
nt	0.41	0.47	CC(=O)/C(=N/Nc1ccccc1)Sc1nnc(C(O)c2ccccc2)n1-c1ccccc1 (stereo not drawn)
nt	-0.28	-0.63	Cc1cc(=O)n2c3ccccc3n(CC(O)CN3CCCCC3)c2c1C#N (stereo not drawn)
42	0.26	0.92	c1ccc(CSc2ccc(-c3cccs3)nn2)cc1

Further compounds:
Insulin prom inh	sdo1 growth	sdo1 growth Rescue 24 h	Compound
nt	-1.3	-1.2	CC1CCN(C(=O)c2cc(-c3ccccc3O)on2)CC1
11	nt	nt	CC(=O)c1ccc(N2CCC(C)CC2)c(F)c1
nt	-0.73	-0.88	CCN1C(=O)CC(c2ccco2)Sc2ccccc21 (stereo not drawn)
-25	nt	nt	Cc1nc(SCC(=O)O)c(C#N)c(C)c1CC(=O)c1ccccc1
-12	0.16	-0.45	C=CCN=C(NC#N)SCc1ccccc1
nt	-0.14	0.14	CCn1c(SCC(=O)N2CCN(c3ccccc3)CC2)nnc1-c1c[nH]c2ccccc12
36	0.71	1.6	N#Cc1ccc(-c2ccc(OCC(=O)NCC(=O)Nc3ccc(F)c(F)c3F)cc2)cc1
41	1.1	0.55	CSc1ccccc1NC(=O)c1ccccc1N(C)S(C)(=O)=O
-12	-0.68	-0.97	Cc1ccc(OCC(=O)N2CC3(C)CC2CC(C)(C)C3)cc1 (stereo not drawn)
nt	0.12	-0.42	CC(C)Oc1ccc(C2C(C(=O)c3ccco3)=C(O)C(=O)N2Cc2cccnc2)cc1 (stereo not drawn)
25	0.89	1.2	COCc1nnc(NC(=O)CS(=O)(=O)Cc2ccccc2)s1
-3	0.15	-0.03	O/N=C/c1ccccc1Oc1ccccc1
nt	-0.48	-0.24	COc1ccc(N2CCN(C3CC(=O)N(Cc4ccc(N5CCCC5=O)cc4)C3=O)CC2)cc1 (stereo not drawn)
nt	-0.23	0.56	O=c1oc2ccccc2n1CCCCCn1c(=O)oc2ccccc21
46	0.84	2	O=S(=O)(Nc1ccc(Oc2ncccn2)c(Cl)c1)c1ccc(F)cc1
-50	-0.3	0.15	CC(C)C(NC(=O)CSc1ccc(Cl)cc1)C(C)C
-23	0.02	0.28	CCn1c(SCC(=O)Nc2ccccc2N2CCOCC2)nnc1-c1ccccc1
nt	0.17	-0.08	CSc1nc(C)c(CCOCc2ccccc2)c(=O)[nH]1
8	-0.67	0.37	C=C1CC2C3CC[C@@]4(OCOC45COCO5)[C@@]3(C)C(O)CC2[C@@]2(C)CCC(=O)C=C12 (stereo partly drawn)
23	-2.1	-1.6	CCn1c(N)c(C(=O)Nc2ccccc2C(=O)OC)sc1=S

New compounds follow:
Insulin prom inh	sdo1 growth	sdo1 growth Rescue 24 h	Compound
28	-0.77	-1.3	Cc1cc(=O)[nH]c(SCC(=O)N2CCCc3ccccc32)n1
17	nt	nt	O=c1cc(-c2ccc([N+](=O)[O-])cc2)c2cc3c(cc2[nH]1)OCCO3
26	1.6	1.9	CCOC(=O)c1c(OCC)[nH]c2ccc(O)cc12
nt	-0.63	-0.72	COc1ccccc1-c1cc(C(=O)N2CCN(c3ccccc3OC)CC2)no1
-91	-0.6	-1.4	Cc1ccc(NC(=O)c2nc[nH]c2C(=O)N2CCCCC2)c(C(=O)c2ccccc2)c1
-9	8.2*	16*	COc1ccc(C2C(C(=O)N3CCOCC3)=C(C)NC3=C2C(=O)CC(C)(C)C3)c(OC)c1 (stereo not drawn)
40	-1.1	-0.95	Cc1ccc(N(CC(=O)N2CCc3ccccc32)S(=O)(=O)c2cccs2)cc1
3	nt	nt	Cc1cc([N+](=O)[O-])nn1CCCC(=O)NC1CCCCC1
nt	-0.57	0.16	Fc1ccc(COc2ccc(/C=N/n3cnnc3)cc2)cc1
39	-0.79	-1.2	Cc1ccccc1-c1nsc(SCC(=O)NCc2ccc3c(c2)OCO3)n1
-29	-2	-2.7	CCN(CC)C(=O)Oc1ccc2c(=O)c(-c3ccc(OC)cc3)c(C)oc2c1
8	nt	nt	NC(=S)NN=C1C2CC3CC(C2)CC1C3
-92	0.39	1.6	Cc1c(C(=O)N/N=C/c2ccc(N(C)C)cc2)[nH]c2ccc(Cl)cc12
45	0.33	-0.54	CCOC(=O)c1cc(S(=O)(=O)N2CCN(C(=O)OCC)CC2)cn1C
nt	-1	-1	CCOC(=O)c1c(NC(=S)NC)sc2c1CC(C)(C)SC2

Compound activity (PubChem BioAssay)
